NR2E3 ag-1: activates human photoreceptor nuclear receptor NR2E3; Q9Y5X4; inhibition of corepressor binding, % at 4.78 µM; AID 2300; GST-NR2E3/biotin-RetCOR TR-FRET, 1536-well; 0.12% of 320,000 active;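 active = percent inhibition above the cutoff of mean plus 3 SD of all tested compounds, set per screening campaign, cut at about 20% in these data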;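 also: 0% = DMSO wells and 100% = biotin wells as full block of FRET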
Target sequence (Q9Y5X4 whole entry, looked up): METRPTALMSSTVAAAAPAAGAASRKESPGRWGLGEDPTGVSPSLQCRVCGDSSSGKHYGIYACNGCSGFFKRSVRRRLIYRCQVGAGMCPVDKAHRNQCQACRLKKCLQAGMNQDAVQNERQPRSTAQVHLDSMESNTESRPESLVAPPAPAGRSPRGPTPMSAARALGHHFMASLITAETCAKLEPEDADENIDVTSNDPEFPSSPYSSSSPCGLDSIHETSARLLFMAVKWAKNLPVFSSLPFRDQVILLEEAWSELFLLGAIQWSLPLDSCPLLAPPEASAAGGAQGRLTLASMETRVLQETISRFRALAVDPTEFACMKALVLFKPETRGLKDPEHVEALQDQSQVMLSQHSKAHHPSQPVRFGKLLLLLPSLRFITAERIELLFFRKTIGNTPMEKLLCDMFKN
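system = GST-tagged NR2E3 plus biotinylated RetCOR corepressor | input = 1.35 nM GST-NR2E3 | also added = 7 nM biotin-RetCOR | schedule = 5 h incubation at 4 °C | measured by = TR-FRET with europium anti-GST and streptavidin-D2, 340 nm excitation | read-out = percent loss of FRET ratio relative to control wells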
Vif imaging: blocks HIV Vif function; 0.35% of 340,000 active; inhibition, % at 7.49 µM; HEK293T cells, Vif self-association by quenched fluorescence, imaging, 24 h; in the data active = inhibition above about 50%, passing the limit was not always enough; also: some results filed as inactive read as strong as hits
aDG glyco up: alpha-DG glycosylation activation. 0.22% of 360,000 active. Pro5-aDG cells, alpha-DG glycosylation AlphaScreen (IIH6); 0% Pro5, 100% B10-LARGE cell signal. activation, % at 10 µM. AID 624168;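 active = activation of at least 8% versus controls, or a plate z-score of at least 8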;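 also: Pro5 are CHO cells carrying HIG-tagged alpha-DG that lacks glycosylation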
PDI inh: PDI (human) enzyme inhibition. PDI insulin aggregation turbidity, A650, 90 min. inhibition, % at 10 µM. 0.052% of 350,000 active;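 active = mean inhibition across replicates of 30% or more, whatever share of single replicates reach that level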;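 also: absorbance from insulin aggregation driven by PDI reduction with DTT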
Target sequence (P07237 whole entry, looked up): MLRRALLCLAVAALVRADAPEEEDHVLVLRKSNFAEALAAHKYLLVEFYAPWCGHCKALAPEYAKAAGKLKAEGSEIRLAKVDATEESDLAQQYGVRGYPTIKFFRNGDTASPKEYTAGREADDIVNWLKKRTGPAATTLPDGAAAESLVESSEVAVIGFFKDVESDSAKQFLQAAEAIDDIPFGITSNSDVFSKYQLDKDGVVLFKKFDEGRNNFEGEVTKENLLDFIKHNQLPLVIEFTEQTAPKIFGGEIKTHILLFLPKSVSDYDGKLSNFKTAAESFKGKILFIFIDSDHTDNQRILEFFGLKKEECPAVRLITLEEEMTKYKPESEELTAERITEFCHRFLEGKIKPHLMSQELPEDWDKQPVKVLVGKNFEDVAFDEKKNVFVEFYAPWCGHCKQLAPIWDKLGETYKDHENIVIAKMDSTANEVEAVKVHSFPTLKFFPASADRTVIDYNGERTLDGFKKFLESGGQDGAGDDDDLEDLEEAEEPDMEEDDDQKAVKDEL
TRPM1 prom inh: MITF TRPM1 promoter inhibition in SK-MEL-5 cells; SK-MEL-5 TRPM1 promoter luciferase, 24 h; inhibition, % at 12.5 µM; 0.83% of 330,000 active; AID 488899;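 active = mean inhibition across replicates of 60% or more, whatever share of single replicates reaches that level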; also: values of inactives mirror those of a sister screen read the other way
NR2E3 ag-2: human photoreceptor-specific nuclear receptor agonism; 0.35% of 360,000 active; Q9Y5X4; inhibition of corepressor binding, % at 3.98 µM; CHO-S Gal4-NCOR/VP16-NR2E3 two-hybrid, luciferase; AID 602229;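 active = inhibition above the mean of all tested compounds plus 3 SD, cut at about 70% in these data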;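 also: 0% = DMSO with NR2E3 transfected cells and 100% = cells lacking NR2E3 construct; higher means lower luciferase signal from less NR2E3 corepressor binding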
Peg3 promoter: Peg3 promoter activity inhibition; HeLa PEG-Prom luciferase reporter, luminescence, overnight; inhibition, % at 20 µM; 1.7% of 360,000 active;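 active = inhibition of at least 50% at 20 µM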
CaV13 ICDI inh: Disruptors of the CACNA1D IQ motif to Ca2+-dependent inactivation inhibitor domain association, primary screening, Förster resonance energy transfer in intact living …. 0.098% of 340,000 active. HEK cells, CFP/YFP FRET ICDI-IQ, plate reader, 10 min; percent FRET-ratio fall versus neutral wells. inhibition, % at 12.3 µM;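 active = mean replicate inhibition of at least 30% and at least 1% of replicates passing that level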;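 also: 0% = median of the neutral control wells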
HIF-2a inh: HIF-2a inhibition. AID 624352. 786-0 RCC cells HIF-2a reporter, luciferase luminescence, overnight. inhibition, % at 18.8 µM. 0.72% of 360,000 active;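 active = inhibition of the luminescence signal of 40% or more relative to plate controls, in a single-dose primary screen at 18.75 µM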
Exocytosis inh: lytic granule exocytosis inhibition. TALL-104 LAMP-1 surface exposure, flow cytometry; cells stimulated with thapsigargin and PMA. inhibition, % at 10 µM. 0.66% of 360,000 active. AID 651702;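 active = inhibition above about 55%, limit read from the data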
hiPSC survival: enhancers of human iPSC single-cell survival; hiPSC single-cell survival, ATPlite luminescence; 100% = ROCK inhibitor wells, 0% = DMSO; survival enhancement, % at 20 µM; 0.044% of 360,000 active; AID 602274; in the data active = survival enhancement above about 18%;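 also: cells exposed to compounds for 16 hours before the ATP read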
An asterisk follows results filed as active; . = no result given.

smiles,Peg3 promoter,aDG glyco up,HIF-2a inh,NR2E3 ag-2,Exocytosis inh,CaV13 ICDI inh,Vif imaging,hiPSC survival,TRPM1 prom inh,NR2E3 ag-1,PDI inh
CC(C)C[C@H]1CN([C@@H](CC(C)C)CN2CCC[C@H]2CN2C(=O)C(=O)NC[C@@H]2Cc2ccc(O)cc2)C(=O)C(=O)N1CC1CCCCC1,.,-0.1,10.1,2.6,4.7,-6.9,.,-0.4,.,.,.
Fc1cccc2ncnc(OCc3ccccc3)c12,11.9,-0.4,5.3,-22.8,-0.5,-0.8,-0.8,-0.7,5.7,-0.9,-20.4
COc1ccc(CCNCc2ccc(OCC(=O)N3CCCCC3)c(OC)c2)cc1OC,-9.0,-0.1,2.6,0.2,5.7,-6.7,-3.7,-0.3,9.9,-5.6,1.9
O=C(Nc1ccccc1C(=O)NCc1ccccc1)c1ccco1,3.9,0.0,12.6,2.1,-0.9,-0.8,-0.1,-1.1,2.0,-1.1,-8.0
CC(C)(C)Cc1nc(-c2ccccn2)no1,-108.7,-0.2,-105.6,-59.6,-3.1,-1.7,-9.8,-0.6,-24.0,-1.5,3.8
Cc1ccc(S(=O)(=O)Nc2ccc(N(C)S(=O)(=O)c3ccc(C)cc3)cc2)cc1,14.2,0.0,23.3,-24.0,21.3,-4.5,-12.2,0.7,6.4,0.5,-1.3
O=C1/C(=C/c2cccnc2)Sc2ccccc21,-13.4,-0.1,-6.2,-17.0,15.2,-6.0,-0.4,1.0,6.8,2.6,5.0
CC1(c2nnc(-c3ccncc3)o2)CC(c2ccc([N+](=O)[O-])cc2)=NO1 (configuration not stated),7.8,0.5,15.8,7.1,45.0,-4.7,-0.9,13.5,-4.3,.,-2.0
COc1ccc(N2CC(NC(=O)N3CCN(C(=O)c4ccco4)CC3)CC2=O)cc1OC (configuration not stated),1.1,-0.2,8.8,2.5,2.4,-5.1,-4.1,-0.5,-6.1,2.5,10.5
CC(=O)N[C@@H](C)c1nc2ccccc2n1CCCN1CCN(c2nc(-c3ccc(C)cc3)cs2)CC1,2.1,1.0,-13.1,36.9,-2.7,-10.2,-12.3,-3.0,31.1,3.1,1.2
O=C(N1CCCCC1)C1(c2ccccc2)CCOCC1,7.2,0.9,23.6,21.4,2.5,-6.6,-10.1,5.5,-7.1,1.6,-0.4
COc1cccc2cc(-c3ccnc(N)n3)oc12,-182.4,0.0,-177.8,-15.3,-1.8,-3.8,-3.4,-0.3,-41.9,-1.3,4.2
CC1CCCC(C)N1CCNC(=O)Nc1ccc(Cl)cc1 (configuration not stated),-23.8,-0.1,-37.9,4.5,5.9,-4.9,-2.9,-3.2,-23.4,1.6,19.6
CC1=CC2CC1C1C(=O)N(c3ccc(S(=O)(=O)Nc4nc(C)cc(C)n4)cc3)C(=O)C21 (configuration not stated),2.0,-0.2,16.0,17.6,-4.1,-4.7,2.8,-0.8,4.6,1.3,-0.3
COC(=O)CCCn1cc(CN2CC(N3CCN(Cc4cccc(C)c4)CC3)CS2(=O)=O)nn1 (configuration not stated),.,-0.3,7.4,7.6,7.8,-6.0,.,1.0,.,.,.

Further results follow:
smiles,Peg3 promoter,aDG glyco up,HIF-2a inh,NR2E3 ag-2,Exocytosis inh,CaV13 ICDI inh,Vif imaging,hiPSC survival,TRPM1 prom inh,NR2E3 ag-1,PDI inh
Cc1cc(C)nc(NS(=O)(=O)c2ccc(NC(=O)c3ccc(N4C(=O)CCC4=O)cc3)cc2)n1,7.0,0.1,8.5,10.0,4.2,-18.7,9.1,-0.7,14.6,0.3,5.9
COc1ccc(OC)c(C(=O)c2c(C)oc3cc(Br)c(O)c(CN(C)C)c23)c1,7.8,-0.1,8.1,-9.0,-4.1,-17.2,-2.3,-1.0,.,-0.2,0.7
Cc1nnc(SCC(=O)Nc2ccc(S(=O)(=O)N3CCCC3)cc2)n1N,-4.0,-0.2,9.9,-15.2,-0.7,-4.7,20.3,1.5,3.6,0.9,-12.4
CC(C)(C)c1ccc(C(=O)NCCC(=O)Nc2ccc3c(c2)OCCO3)cc1,-11.8,-0.1,-25.6,-15.2,3.6,.,-5.0,-0.3,-10.9,.,0.7
CCOC(=O)C1=C(CC)Nc2ccccc2N=C1NC(=O)c1cccc(S(=O)(=O)N2CCOCC2)c1,0.9,0.0,-4.8,1.7,-1.7,-4.3,-2.0,-0.3,1.7,0.6,9.5
COc1ccc(N(CC(=O)Nc2cccc(C(=O)O)c2)S(=O)(=O)c2c(C)noc2C)cc1,-5.1,0.8,16.5,-17.0,-6.7,-4.2,26.3,2.4,0.2,-2.3,6.0
O=C(CNC(=O)c1ccccc1)NCC(=O)OCC(=O)c1ccc([N+](=O)[O-])cc1,-5.1,-0.2,3.0,-25.3,1.0,-16.7,-5.0,2.2,-1.6,3.1,2.8
O=C(NCc1cccs1)c1cccc(Nc2nc3ccc(Br)cc3[nH]2)c1,16.6,-0.2,7.8,16.7,-2.7,-4.2,7.3,0.9,-2.7,0.6,-6.7
CC1CCCC(NC(=O)CSc2ncccc2C(=O)O)C1C (configuration not stated),7.1,3.9,32.5,-6.4,17.6,.,-6.7,-2.1,4.9,1.8,3.3
Cc1sc2nc(CN3CCCC3)nc(N3CCC(C(N)=O)CC3)c2c1C,-0.8,0.1,22.4,-8.1,0.0,-1.0,-2.8,2.1,-0.9,2.2,-3.8
COc1cc(/C=C(\CC(=O)O)c2nc3ccccc3s2)cc(OC)c1O,-44.5,-0.4,-48.9,-22.2,-7.3,-1.8,1.8,0.6,-6.4,1.2,-1.3
O=C(Nc1cccc(-c2nc3cc(Cl)ccc3o2)c1)C1CCCO1 (configuration not stated),-216.1,0.0,-307.1,-136.1,-4.9,-16.0,-6.6,1.0,-14.9,-4.0,1.0
COC(=O)/C=C1/N/C(=N\c2nc(C)cc(C)n2)N(c2ccccc2)C1=O,-9.2,0.5,15.2,2.8,-2.3,-2.8,2.3,4.0,12.0,-2.9,-8.3
COc1ccccc1OCCNC(=O)Cc1ccc(S(=O)(=O)N2CCOCC2)s1,-2.7,-0.3,4.6,-5.1,-3.7,-5.8,-14.2,0.0,-2.9,-2.1,-1.5
CCCCn1nnnc1C(c1cc2ccccc2o1)N1CCN(c2c(C)cccc2C)CC1 (configuration not stated),.,0.0,1.8,-18.4,-3.7,-5.0,.,0.3,.,.,.

The list goes on:
smiles,Peg3 promoter,aDG glyco up,HIF-2a inh,NR2E3 ag-2,Exocytosis inh,CaV13 ICDI inh,Vif imaging,hiPSC survival,TRPM1 prom inh,NR2E3 ag-1,PDI inh
COC(=O)CN(c1cccc(C(C)=O)c1)S(C)(=O)=O,7.8,0.0,0.3,15.1,5.6,-6.9,-1.7,-1.6,-10.7,2.0,-5.2
CCCNC(=S)NC1CC2CCC(C1)N2Cc1ccccc1 (configuration not stated),14.4,-0.1,12.4,-6.4,-2.7,-7.0,5.5,2.3,-6.3,4.6,-0.6
Cc1cc(C)c(NC(=O)CSc2nc3ncc(Br)cc3[nH]2)c(Cl)c1,25.4,0.5,16.4,-12.9,1.7,-7.1,-4.2,-0.2,-0.9,0.5,-6.9
CC(=O)Nc1nnc(COc2ccccc2)s1,-45.6,0.0,-113.5,-14.4,-11.1,2.4,0.6,-1.9,-8.8,0.9,2.2
COC(=O)c1ccc(S(=O)(=O)N2CCOCC2)o1,20.1,0.0,10.2,-5.7,0.5,-1.4,-1.6,-0.5,-2.9,0.6,-1.8
Cc1ccc(NC(=O)/C(C#N)=C/c2ccc(C)s2)c(C)c1,-101.9,0.1,-82.4,-37.2,-1.6,.,.,-2.7,-40.2,-0.5,6.2
CC[n+]1ccc(C)c2cc(P(=O)(c3ccccc3)c3ccccc3)ccc21,-2.4,1.6,2.0,-14.6,0.5,-4.2,2.1,-1.9,6.4,0.1,-0.9
CC(C(=O)NCc1ccc2c(c1)OCO2)N(c1ccccc1)S(C)(=O)=O (configuration not stated),14.4,-0.3,8.6,-27.0,-3.3,-4.5,1.2,4.5,11.3,0.6,-2.0
O=C(NCCc1ccccc1)c1ccc(Cl)c(S(=O)(=O)N2CCCC2)c1,-104.2,2.2,-164.5,-40.8,-3.8,.,-20.5,0.1,-39.0,0.8,-6.3
CN(C)c1ccc(C(C#N)c2ccccc2)nn1 (configuration not stated),-25.9,0.2,-38.4,-27.5,-4.5,-7.0,19.8,0.5,-1.4,1.9,-0.6
Cc1cc(NC(=O)C(C)SCC(=O)N(C)CC(=O)Nc2ccccc2C(F)(F)F)no1 (configuration not stated),11.9,0.1,8.0,4.0,5.5,-13.3,0.6,0.2,-5.4,.,0.6
COCCNC(=O)C1=C(N)C(C(=O)Nc2ccc(C)c(S(=O)(=O)N3CCCCC3)c2)SC1=Nc1ccc(C)cc1C (configuration not stated),8.8,0.5,15.3,-1.6,-0.1,.,1.9,-0.7,6.1,2.6,2.1
CC(=O)c1cccc(-c2ccnc3c2CC(C(=O)Nc2ccc(F)c(Cl)c2)O3)c1 (configuration not stated),32.5,0.6,-2.2,23.2,12.6,-4.1,-9.8,-3.9,.,.,8.5
COc1cc(OC)cc(C(=O)NNC(=O)CN2C(=O)NC(C)(c3ccc(C)cc3)C2=O)c1 (configuration not stated),-2.5,-0.2,16.8,3.1,-3.9,-6.8,-10.4,-0.4,4.6,-5.2,-1.1
CC(C)c1cccc(C2=CC(=O)C[C@H](c3ccc4c(c3)OCO4)C2)c1,-18.8,-0.2,-2.8,-48.4,15.2,-3.4,-1.3,-2.4,-9.7,-0.9,-1.9

Record cards, from the list above.
Entry for COC(=O)c1ccc(S(=O)(=O)N2CCOCC2)o1 → Peg3 promoter = 20.1; aDG glyco up = 0.0; HIF-2a inh = 10.2; NR2E3 ag-2 = -5.7; Exocytosis inh = 0.5; CaV13 ICDI inh = -1.4; Vif imaging = -1.6; hiPSC survival = -0.5; TRPM1 prom inh = -2.9; NR2E3 ag-1 = 0.6; PDI inh = -1.8
Entry for COCCNC(=O)C1=C(N)C(C(=O)Nc2ccc(C)c(S(=O)(=O)N3CCCCC3)c2)SC1=Nc1ccc(C)cc1C (configuration not stated) → Peg3 promoter = 8.8; aDG glyco up = 0.5; HIF-2a inh = 15.3; NR2E3 ag-2 = -1.6; Exocytosis inh = -0.1; CaV13 ICDI inh = .; Vif imaging = 1.9; hiPSC survival = -0.7; TRPM1 prom inh = 6.1; NR2E3 ag-1 = 2.6; PDI inh = 2.1

(list continues)
smiles,Peg3 promoter,aDG glyco up,HIF-2a inh,NR2E3 ag-2,Exocytosis inh,CaV13 ICDI inh,Vif imaging,hiPSC survival,TRPM1 prom inh,NR2E3 ag-1,PDI inh
Clc1ccccc1CNc1nc2ccccc2n2cnnc12,0.1,-0.1,4.0,-5.5,-8.1,-4.7,-18.8,0.8,8.5,0.1,-10.4
Nc1nc(C(F)(F)F)c(Br)c(=O)n1N,-0.2,0.2,14.0,-17.4,0.0,-4.5,1.5,-2.2,-5.6,6.2,2.5
CCN(CC(=O)Nc1ccc(N2CCOCC2)cc1)C(=O)c1ccc(C#N)cc1,12.5,-0.1,-0.8,-12.0,-0.3,7.5,7.3,0.3,-2.6,-2.9,-0.8
COc1ccc(C(=O)N2CCN(C(=O)C3COc4ccccc4O3)CC2)cc1 (configuration not stated),-0.5,-0.4,-2.7,-12.2,-1.4,-17.2,-7.8,0.5,2.4,2.6,-3.2
